Assay outcomes deposited in PubChem BioAssay by National Center for Advancing Translational Sciences (NCATS).
ERG Ets-DNA blk = qHTS for Small Molecule Inhibitors of the ERG Ets/DNA interaction | Transcriptional regulator ERG (Homo sapiens), P11308 | AID 624246, 2012 | 370,000 tested, 0.028% active | fluorescence polarization, His-ERG Ets domain / labelled DNA | Potency, µM (series often up to 76.9 µM), without a hit: top-dose FP activity, negative = inhibition, hits mostly inhibitors; active means well fitted inhibition curve with a large enough effect in the polarisation, with a control signal flat; inconclusive means small, poorly fitted or top-dose-only effect, or effect the other way, or a change in a side signal; inactive means no such curve, though single readings can be large or run the other way; the % refers to the polarisation;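 further: polarization taken with two DNA probes labelled with fluorescein and Texas red; potency means the concentration at half of the fitted maximal effect; % of control where 0% means no effect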
Target sequence (P11308 whole entry, looked up, the tested form may be a part): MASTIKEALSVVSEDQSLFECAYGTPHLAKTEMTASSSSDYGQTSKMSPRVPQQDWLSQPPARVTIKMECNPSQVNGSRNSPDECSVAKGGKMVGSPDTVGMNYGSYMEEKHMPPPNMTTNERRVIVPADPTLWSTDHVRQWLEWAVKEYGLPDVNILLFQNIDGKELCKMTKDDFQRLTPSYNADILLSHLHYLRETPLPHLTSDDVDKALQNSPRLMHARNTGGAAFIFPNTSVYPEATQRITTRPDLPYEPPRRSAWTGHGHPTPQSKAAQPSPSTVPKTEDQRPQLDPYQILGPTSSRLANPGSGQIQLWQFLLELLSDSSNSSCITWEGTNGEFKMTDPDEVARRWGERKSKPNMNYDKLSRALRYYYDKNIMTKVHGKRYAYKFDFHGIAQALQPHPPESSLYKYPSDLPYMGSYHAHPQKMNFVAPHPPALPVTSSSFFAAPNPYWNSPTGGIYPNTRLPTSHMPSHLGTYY
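His-tagged ERG Ets domain (1 uM in the protein solution; 300mM KCl, 50mM Tris-HCl, 1mM EDTA, 1mM DTT, pH 7.5) received compound, then a probe mix of 5 nM fluorescein-DNA and 100nM Texas-615-DNA. Fluorescence polarization was read for both dyes.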
BAZ2B inh = qHTS Assay for Inhibitors of BAZ2B; 360,000 tested, 4.4% active; Bromodomain adjacent to zinc finger domain protein 2B (Homo sapiens), Q9UIF8; Potency, µM (series often up to 114 µM), for inactives: at the highest dose activity change, negative = inhibition, most hits filed as inhibitors; AlphaScreen BAZ2B-H3K14Ac peptide displacement; further: potency means the concentration at half of the fitted maximal effect; on the % scale 0 is the no-effect control and ±100 the full control effect; nearly all actives have a fitted effect of over 60% in size
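Inhibition is scored as reduced AlphaScreen emission. The BAZ2B/b-H3(5-23)K14Ac complex (50 nM each) in PBS pH 7.4, 0.01% Tween-20 meets compound (up to 110 uM) for 30 min at RT before bead addition.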
Pin1 inh = qHTS Assay to Find Inhibitors of Pin1 | AID 504891, 2011 | Potency, µM (highest dose often 115 µM), without a hit: at the top dose activity, negative = inhibition, most hits filed as inhibitors | 390,000 tested, 0.009% active | Pin1 FP peptide displacement, HiFluor488, 10 min | Peptidyl-prolyl cis-trans isomerase NIMA-interacting 1 (Homo sapiens), Q13526; active means well fitted inhibition curve with a large enough effect in the polarisation, with a control signal flat, not every such curve was filed as active; inconclusive means small, poorly fitted or top-dose-only effect, or effect the other way, or a change in a side signal; inactive means no such curve, though single readings can be large or run the other way; the % refers to the polarisation; further: potency means the concentration at half of the fitted maximal effect; on the % scale 0 is the no-effect control and ±100 the full control effect
PGK inhibitor = qHTS Assay to Find Inhibitors of Phosphoglycerate Kinase; 380,000 tested, 0.043% active; Potency, µM (titrated, usually from 57.5 µM), for inactives: top-dose activity change, negative = inhibition, actives largely listed as inhibitors; AID 602233, 2012; PGK/GAPDH coupled, Kinase-Glo luminescence, 60 min; further: potency means the concentration at half of the fitted maximal effect; on the % scale 0 is the no-effect control and ±100 the full control effect; nearly all actives have a fitted effect of over 60% in size
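Recombinant glycosomal PGK reaction used 1,3-bisphosphoglycerate generated in-well by GAPDH (100nM final) in 100mM TEA pH 7.6, 5mM MgCl2, 0.01% Tween-20. After 60 minutes at room temperature, ATP was read by Kinase-Glo Plus luminescence end-point.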
HP1b binding inh = HTS for Inhibitors of HP1-beta Chromodomain Interactions with Methylated Histone Tails | Chromobox protein homolog 1 (Homo sapiens), P83916 | AlphaScreen HP1-beta / biotin-H3K9me3 peptide binding | Potency, µM (top dose mostly 114 µM), inactives show top-dose activity change, negative = inhibition, hits mostly inhibitors | 390,000 tested, 0.56% active | AID 540317, 2011; further: potency means the concentration at half of the fitted maximal effect; nearly all actives have a fitted effect of over 70% in size; inactives centre near 23
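Compound inhibition of the preformed complex between 50 nM HP1-beta and 50 nM biotinylated H3K9me3 peptide was read by AlphaScreen. Buffer was PBS pH 7.4 with 0.01% Tween-20. Incubations ran 30 min at room temperature, with 10 ug/mL donor/acceptor beads.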
PI4K2A block = qHTS for small molecular inhibitors of PI4K2A; Phosphatidylinositol 4-kinase type 2-alpha (Homo sapiens), Q9BTU6; purified PI4K2A, ADP-Glo luminescence, 1 h; hits give low values; activity change, negative = inhibition, % at 76.9 µM; 420,000 tested, 0.13% active; AID 1346378, 2018; in the data active means activity change below about -50%; inconclusive means mostly about -30% to -49%;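 further: -100% = wells without enzyme as full effect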
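In this quantitative HTS, ADP production by PI4K2A was quantified luminescently after 1 h at ambient temperature; 100 microM adenosine served as plate-quality control.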
G9a block = qHTS Assay for Inhibitors of Histone Lysine Methyltransferase G9a | 350,000 tested, 8.8% active | Potency, µM (highest dose often 102 µM), inactives show top-dose activity, negative = inhibition, hits mostly inhibitors | G9a H3K9 monomethylation, AlphaScreen, 2 h; further: potency means the concentration at half of the fitted maximal effect; on the % scale 0 is the no-effect control and ±100 the full control effect; nearly all actives have a fitted effect of over 75% in size
Target sequence (Q96KQ7 913-1193 limits assumed): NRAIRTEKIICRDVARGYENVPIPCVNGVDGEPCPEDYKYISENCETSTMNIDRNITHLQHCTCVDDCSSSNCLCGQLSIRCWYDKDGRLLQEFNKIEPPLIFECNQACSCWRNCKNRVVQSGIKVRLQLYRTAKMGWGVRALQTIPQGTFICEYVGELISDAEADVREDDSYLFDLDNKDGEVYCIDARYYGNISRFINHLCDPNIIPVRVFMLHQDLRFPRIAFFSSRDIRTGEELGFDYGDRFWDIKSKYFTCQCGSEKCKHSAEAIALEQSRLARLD
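Enzyme 20 nM + cpd, 15 min RT; add b-H3K9 pep 500 nM / SAM 20 uM; 2 h RT; anti-H3K9me1 Ab 0.5 ug/mL + SA donor / anti-rabbit acceptor beads 20 ug/mL each, 10 min; AlphaScreen read.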
GLS inh = qHTS for Inhibitors of Glutaminase (GLS) | Glutaminase kidney isoform, mitochondrial (Homo sapiens), O94925 | Potency, µM (top dose mostly 45.5 µM), inactives show top-dose activity change, negative = inhibition, hits mostly inhibitors | 410,000 tested, 0.21% active | GLS enzymatic activity, qHTS titration | AID 624170, 2012; further: potency means the concentration at half of the fitted maximal effect; on the % scale 0 is the no-effect control and ±100 the full control effect
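Assay buffer: 45 mM KH2PO4 pH 8.2, 0.02% Tween-20. hKGA acts on L-glutamine (1 mM solution added); product glutamate is reported by an oxidase/peroxidase Amplex Red coupling, with fluorescence taken at baseline and 30 min.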
JMJD2A Tudor inh = qHTS Assay for Inhibitors of JMJD2A-Tudor Domain; Lysine-specific demethylase 4A (Homo sapiens), O75164; AlphaScreen JMJD2A-Tudor / H3K4me3 peptide binding; Potency, µM (titrated, usually from 114 µM), for inactives: top-dose activity change, negative = inhibition, actives largely listed as inhibitors; 390,000 tested, 4.4% active; further: potency means the concentration at half of the fitted maximal effect; on the % scale 0 is the no-effect control and ±100 the full control effect; nearly all actives have a fitted effect of over 50% in size
Active calls of the source: *; i = inactive; ? = inconclusive; . = no result given; [ ] = remark or other dose. Unless noted, the call rests on the fitted dose curve; in most records, active means well fitted curve in the direction sought with a large enough effect; inconclusive means small, poorly fitted or top-dose-only effect, or another doubt; inactive means no such curve, though single readings can be large; an effect the other way counts as inactive or inconclusive. Outcome played no part in choosing rows. Share with any hit: about 11%.

Start of the data: the first 2 compounds, to show the layout:
SMILES	JMJD2A Tudor inh	Pin1 inh	PGK inhibitor	HP1b binding inh	PI4K2A block	BAZ2B inh	ERG Ets-DNA blk	GLS inh	G9a block
COc1ccc(C(=O)NCC(=O)OCc2cc(=O)n3nc(C4CCCCC4)sc3n2)cc1	-2%	0%	7%	32%	2	-5%	2%	4%	2%[59 µM]
CC(C)(C)C(=O)Nc1ccc(Cc2ccncc2)cc1	-5%	0%	i	48%[activator]	1	.	-7%	-9%	.

The whole of this part, from the first entry:
SMILES	JMJD2A Tudor inh	Pin1 inh	PGK inhibitor	HP1b binding inh	PI4K2A block	BAZ2B inh	ERG Ets-DNA blk	GLS inh	G9a block
COc1ccc(C(=O)NCC(=O)OCc2cc(=O)n3nc(C4CCCCC4)sc3n2)cc1	-2%	0%	7%	32%	2	-5%	2%	4%	2%[59 µM]
CC(C)(C)C(=O)Nc1ccc(Cc2ccncc2)cc1	-5%	0%	i	48%[activator]	1	.	-7%	-9%	.
Cc1c(C(=O)Nc2cccc(C(F)(F)F)c2)oc2ccc3c(c12)C(=O)CC(C)(C)O3	1%	?	0%	36%	-3	-12%	1%	6%	8%[59 µM]
Cc1ccccc1-n1nc(C(=O)O)c(C)c(C#N)c1=O	7%	0%	11%	50%[activator]	2	-1%	0%	1%	?
O=C(COC(=O)c1cc([N+](=O)[O-])ccc1Cl)NCCc1ccccc1	-13%	-3%	1%	4%	4	-10%	-6%	9%	25%[12.7 µM]
COc1ccc(CNC(=O)C2CCC(CNS(=O)(=O)c3ccc4c(c3)CCCC(=O)N4)CC2)cc1 (stereo unspecified)	-19%	-6%	-9%	-6%	2	-2%	1%	-7%	3%[59 µM]
Cc1cc(C)nc(NS(=O)(=O)c2ccc(NC(=O)Cc3ccccc3F)cc2)n1	2%	8%	-3%	27%	-1	-1%	-2%	-2%	-10%
CN(CCCCN1CCOCC1)Cc1nc(-c2ccc3c(c2)OCO3)no1	-10%	3%	2%	20%	3	2%	7%	-1%	.

Look-ups from the results shown:
Result of `COc1ccc(C(=O)NCC(=O)OCc2cc(=O)n3nc(C4CCCCC4)sc3n2)cc1` in ERG Ets-DNA blk: 2%
Result of `CN(CCCCN1CCOCC1)Cc1nc(-c2ccc3c(c2)OCO3)no1` in HP1b binding inh: 20%
Result of `Cc1cc(C)nc(NS(=O)(=O)c2ccc(NC(=O)Cc3ccccc3F)cc2)n1` in PGK inhibitor: -3%
Result of `CC(C)(C)C(=O)Nc1ccc(Cc2ccncc2)cc1` in Pin1 inh: 0%
Result of `O=C(COC(=O)c1cc([N+](=O)[O-])ccc1Cl)NCCc1ccccc1` in Pin1 inh: -3%

Remaining list, next part.
SMILES	JMJD2A Tudor inh	Pin1 inh	PGK inhibitor	HP1b binding inh	PI4K2A block	BAZ2B inh	ERG Ets-DNA blk	GLS inh	G9a block
Cc1ccc(N(C(=O)c2ccc(Br)o2)C2C=CS(=O)(=O)C2)cc1 (stereo unspecified)	-5%	-8%	-11%	58%[activator]	-6	9%	2%	-2%	15%
O=C(c1cccc(C(=O)N2CCN(c3ncccn3)CC2)c1)N1CCN(c2ncccn2)CC1	-9%	1%	-4%	22%	-13	11%	1%	-2%	19%
Cc1ccc(NC(=O)COC(=O)C2CSC3(C)CCC(=O)N23)c(C)c1 (stereo unspecified)	-7%	2%	i	14%	0	-4%	3%	4%	1%[12.7 µM]
Cc1ccc(S(=O)(=O)N2CCOCC2)cc1C(=O)OCc1nnc(-c2ccccc2)o1	-8%	15%	8%	16%	-2	13%	4%	7%	-8%
CCOc1ccc2nc(NC(=O)CN3C(=O)NC4(CCCC4)C3=O)sc2c1	-23%	3%	-1%	-1%	3	-2%	-1%	11%	50µM*
N#C/C(=N/Nc1ccc(OC(F)(F)F)cc1)C(N)=S	?	2%	2%	-19%	0	35µM*	-4%	?	.
O=C(Nc1ccc(Cl)c(Cl)c1)c1ccc(Cn2c(=O)[nH]c3ccsc3c2=O)cc1	-19%	84%[activator]	11%	13%	-1	-1%	-6%	5%	1%
S=C1CSc2ccccc2N1	-17%	1%	7%	2%	2	-15%	-3%	3%	?
CC(C)(C)NC(=O)c1cccc(NC(=O)Cc2ccc(Br)cc2)c1	-4%	1%	-2%	45%	0	8%	3%	2%	3%[59 µM]
CCOC(=O)CSc1nc(C)cc(C)n1	-12%	6%	-1%	30%	-5	10%	2%	-5%	?
C/C(N)=C(/C#N)C(=O)COC(=O)c1ccc(C#N)cc1	-18%	1%	0%	23%	-5	?	-4%	-5%	22µM*
CCc1ccc2nc(/N=C(\N)NC(=O)c3ccccc3)nc(C)c2c1	-9%	-2%	-11%	34%[activator]	3	-7%	2%	-10%	7%
Cc1ccc(NC(=O)CSc2nc(=O)n(CCCN(C)C)c3c2CCC3)cc1F	-12%	-7%	-2%	0%	1	-13%	3%	-13%	-3%[59 µM]
